High-throughput results from PubChem BioAssay.
ERp5 block = inhibitors of human ERp5; Q15084; ERp5 insulin aggregation, absorbance 650 nm, 90 min; inhibition, % at 9.99 µM; actives 0.05% (n = 350,000);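 active = mean replicate inhibition above about 25%, with every replicate also reaching it, limit read from the data, passing the limit was not always enough; inconclusive = only one of those two criteria met; inactive = neither criterion met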
Target sequence (Q15084 whole entry, looked up): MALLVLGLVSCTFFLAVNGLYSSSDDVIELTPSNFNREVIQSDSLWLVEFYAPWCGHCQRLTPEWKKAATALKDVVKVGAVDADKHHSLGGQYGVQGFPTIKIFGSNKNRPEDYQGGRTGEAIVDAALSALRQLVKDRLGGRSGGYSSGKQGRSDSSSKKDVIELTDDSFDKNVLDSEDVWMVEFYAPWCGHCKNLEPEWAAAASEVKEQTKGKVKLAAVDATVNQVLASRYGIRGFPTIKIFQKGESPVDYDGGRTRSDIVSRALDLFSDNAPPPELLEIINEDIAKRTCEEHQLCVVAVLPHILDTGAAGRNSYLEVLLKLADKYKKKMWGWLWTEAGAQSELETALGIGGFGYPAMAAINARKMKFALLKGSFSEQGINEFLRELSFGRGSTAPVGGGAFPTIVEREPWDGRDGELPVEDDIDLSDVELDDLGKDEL
PglD inh = blocks C. jejuni PglD acetyltransferase activity | purified PglD enzyme, DTNB colorimetric CoA detection | actives 0.098% (n = 360,000) | AID 602405 | inhibition, % at 12.5 µM; in the data active = inhibition above about 16%, passing the limit was not always enough; inconclusive = no clear call, values can overlap the other calls; note: strong numbers were not always called active
DENV2 CPE rescue = protects cells from dengue virus 2 cytopathic effect | CPE inhibition, % at 9.99 µM | AID 651640 | DENV2-infected cells, cytopathic effect rescue, plate reader | actives 1.7% (n = 350,000); in the data active = CPE inhibition above about 20%, passing the limit was not always enough; inconclusive = no clear call, values can overlap the other calls; tested in BHK-21 cells;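 note: 0% = median of neutral control wells and 100% = median of positive control wells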
SIRT5 block = sirtuin-5 (human) deacylase inhibition; actives 1.1% (n = 330,000); Purified SirT5, succinyl-peptide AMC, trypsin-coupled fluorescence; inhibition, % at 15 µM; Q9NXA8; in the data active = inhibition above about 15%; inconclusive = no clear call, values can overlap the other calls
Target sequence (Q9NXA8 whole entry, looked up): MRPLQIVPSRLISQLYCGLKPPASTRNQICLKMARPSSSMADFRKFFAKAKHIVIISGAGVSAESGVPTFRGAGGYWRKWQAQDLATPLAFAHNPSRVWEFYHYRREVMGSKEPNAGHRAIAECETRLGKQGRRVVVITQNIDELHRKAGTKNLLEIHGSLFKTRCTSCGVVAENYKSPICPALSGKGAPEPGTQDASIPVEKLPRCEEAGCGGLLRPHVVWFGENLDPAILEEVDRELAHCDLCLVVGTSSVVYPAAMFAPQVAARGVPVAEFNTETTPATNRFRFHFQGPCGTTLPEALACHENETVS
Statin myotox sup = protects C2C12 myotubes from simvastatin toxicity; actives 0.78% (n = 330,000); ATP luminescence, 48 h; scaled: DMSO 0, geranylgeraniol control 100; rescue of ATP level, % at 7.49 µM; AID 602340;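 active = mean ATP rescue above about 67%, or every replicate alone reaching that limit, limit read from the data, passing the limit was not always enough; inconclusive = no clear call, values can overlap the other calls; inactive = mean under the limit and some replicate under it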;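 note: myotubes were challenged with 10 µM simvastatin during compound exposure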
E-sel inducer = E-selectin induction on HUVECs; P16581; HUVEC E-selectin immunofluorescence imaging; normalized: neutral wells 0, TNF-alpha wells 100; activation, % at 7.58 µM; actives 0.37% (n = 260,000);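 active = mean E-selectin-positive cell signal at least 10% of the positive control, reached in at least 60% of replicates, without over 20% cell loss; inconclusive = no rule given, readout overlaps actives, possibly toxicity-flagged; inactive = the rest, including those meeting only one limit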;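 note: in these data hits start at about 27%; measured in HUVEC primary endothelial cells; signal is the percent of cells scored E-selectin positive by PE staining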
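material = human umbilical vein endothelial cells (HUVEC), E-selectin induction | quantity = 3,000 cells/well | medium = EGM-2 growth medium on 0.1% gelatin-coated wells | technique = immunofluorescence imaging | read-out basis = % PE-positive cells | control set = TNF-alpha positive control, DMSO neutral control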
S100A4 MyoIIA = inhibitors of human S100A4 binding to myosin IIA peptide | P26447 | S100A4/TAMRA-MyoIIA peptide fluorescence polarization | inhibition, % at 10.7 µM | actives 0.14% (n = 360,000) | AID 652163;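 active = mean inhibition of at least 70% across replicates, with every replicate also reaching that level; inconclusive = mean inhibition reaches 70% but some replicates fall short; inactive = mean inhibition below 70%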
Target sequence (P26447 whole entry, looked up): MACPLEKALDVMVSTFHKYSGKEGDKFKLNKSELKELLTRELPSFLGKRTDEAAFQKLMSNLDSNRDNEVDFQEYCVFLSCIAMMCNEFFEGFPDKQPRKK
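Test system – S100A4 monomer (human) · Compound – single-point compound testing · Schedule – 5 min incubation before reading · Probe or stimulus – TAMRA-labelled myosin IIA heavy-chain peptide probe, 5 nM · Benchmarks – neutral control DMSO, positive control TFP · Medium – Calcium-containing HEPES buffer, pH 7.2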
Active calls of the source: *; ? = inconclusive; · = no result given. Some of the compounds tested, so the mix of outcomes need not match the whole.

Letters: A = ERp5 block; B = PglD inh; C = DENV2 CPE rescue; D = SIRT5 block; E = Statin myotox sup; F = E-sel inducer; G = S100A4 MyoIIA
OC(CN1CCN(c2ccc(F)cc2)CC1)c1ccc(Cl)cc1 (configuration not stated)
  A = -10; B = -6; C = 17; D = 1; E = 14; F = -0.2; G = -22

CCN(CC)C(=O)Cn1cc(S(=O)(=O)CC(=O)N2CCCCCC2)c2ccccc21
  A = 19; B = ·; C = -4; D = -2; E = ·; F = ·; G = -13

CCNC(=O)C[C@@H]1CC[C@@H]2[C@H](COc3ccc(NC(=O)Nc4c(C)noc4C)cc3C(=O)N2C)O1
  A = -2; B = 3; C = -4; D = 0; E = 4; F = -0.1; G = -3

CNC[C@@H]1Oc2ccc(NC(=O)C3CC3)cc2CC(=O)N([C@H](C)CO)C[C@@H]1C
  A = 5; B = -2; C = -9; D = 0; E = 6; F = 0.3; G = -16

CC(C)CN(C(=O)COC(=O)/C=C/c1ccccc1)C1CCS(=O)(=O)C1 (configuration not stated)
  A = -10; B = 2; C = -8; D = -9; E = -8; F = 0.1; G = -7

O=S(=O)(c1ccccc1)N1CC2(C1)[C@@H](c1ccccc1)[C@@H](CO)N2CC1CCCC1
  A = -2; B = ·; C = 27*; D = 13; E = ·; F = ·; G = -5

O=C(O)C1=CCCNC1
  A = -3; B = -7; C = -1; D = -2; E = 1; F = 3.4; G = 2

CC1CCCCC1NC(=O)COC(=O)Cc1ccc(Br)cc1 (configuration not stated)
  A = 4; B = ·; C = 12; D = 0; E = ·; F = ·; G = -7

COc1ccc2c3c(n(C)c2c1)[C@@H](CO)N(C(=O)Cc1ccccn1)CC31CN(CC2CCCC2)C1
  A = -7; B = ·; C = -5; D = ·; E = ·; F = 0.0; G = -3

C[C@@H]1CN([C@@H](C)CO)C(=O)c2cc(NC(=O)C3CC3)ccc2O[C@@H]1CN(C)Cc1ccccc1
  A = -2; B = -4; C = -3; D = 0; E = 15; F = 0.2; G = 3

Cc1cccc(NC(=O)CCCN2C(=S)NC(C)(C)CC2C)c1C (configuration not stated)
  A = 1; B = 5; C = 0; D = -7; E = 1; F = 0.0; G = 2

COCCNc1nc(NCCCN(C)C)c2sccc2n1
  A = 4; B = 4; C = ?; D = ·; E = 2; F = 0.0; G = 1

N#Cc1cccc(NC(=O)CCc2ccc(S(=O)(=O)N3CCOCC3)cc2)c1
  A = 2; B = 5; C = 6; D = 3; E = -6; F = 0.2; G = -4

CC(C)C(=O)Nc1cccc(C(=O)Nc2ccc(S(=O)(=O)Nc3nccs3)cc2)c1
  A = 1; B = -3; C = -6; D = 11; E = 0; F = -0.2; G = -1

CC1=CC2=NC(=O)/C(=C\c3ccc(-c4cccc(Cl)c4)o3)C(=N)N2O1
  A = -1; B = ·; C = -6; D = -5; E = ·; F = ·; G = -8

Next results
Letters: A = ERp5 block; B = PglD inh; C = DENV2 CPE rescue; D = SIRT5 block; E = Statin myotox sup; F = E-sel inducer; G = S100A4 MyoIIA
CCCn1c(=O)c(C#N)cn(C2CC2)c1=O
  A = 0; B = ·; C = 1; D = -2; E = ·; F = 17; G = -3

CN1CCN(C(=O)C[C@@H]2CC[C@@H]3[C@H](COc4ccc(NC(=O)C5CC5)cc4C(=O)N3C)O2)CC1
  A = 2; B = 33; C = -3; D = -5; E = -18; F = 0.5; G = -5

O=S(=O)(CCN1C=CC(C(F)(F)F)=NCC1)c1ccc(Cl)cc1Cl
  A = 2; B = 2; C = 0; D = -1; E = -14; F = 0.0; G = 3

CC1=NN(c2nc(-c3ccccc3)cs2)C(=O)C1N=Nc1ccccc1 (configuration not stated)
  A = 5; B = 1; C = 14; D = -2; E = -30; F = -0.1; G = 1

CCOc1ccccc1CNc1nnnn1C
  A = -1; B = -4; C = 0; D = 1; E = -2; F = 0.3; G = -1

Cn1c(SCC(=O)O)nnc1C1CCCCC1
  A = 1; B = ·; C = 11; D = -1; E = 2; F = ·; G = 3

CC1CCCC(N2CCN(C(=O)c3ccccc3F)CC2)C1 (configuration not stated)
  A = -11; B = 1; C = 14; D = -3; E = -5; F = ·; G = -1

COc1cccc(-c2ccc3c(c2)O[C@H](CN(C)C(=O)C2CCOCC2)[C@@H](C)CN([C@@H](C)CO)S3(=O)=O)c1
  A = 3; B = 2; C = -2; D = -12; E = 9; F = -0.3; G = 8

C/C=C/c1ccc(OCC(=O)Nc2cc(S(=O)(=O)N3CCOCC3)ccc2N2CCCC2)c(OC)c1
  A = -1; B = -3; C = -14; D = 1; E = -3; F = ·; G = -1

CCC12CN3CC(CC)(CN(C1)C3c1ccc([N+](=O)[O-])o1)C2=O (configuration not stated)
  A = 1; B = ·; C = 5; D = -2; E = ·; F = ·; G = 1

CCOC(=O)N1CCN(C(=O)CSC2=NS(=O)(=O)c3cc(F)ccc3N2)CC1
  A = -1; B = -1; C = -1; D = -3; E = 3; F = -0.4; G = 13

CC1CCCCC1NC(=O)CCS(=O)(=O)c1ccc2c(c1)NC(=O)CO2 (configuration not stated)
  A = 4; B = 4; C = 0; D = -4; E = -14; F = -0.2; G = -1

Cc1ccc(S(=O)(=O)N2CCCOC2CNC(=O)C(=O)NCCN2CCOCC2)cc1 (configuration not stated)
  A = -9; B = 0; C = 1; D = -5; E = 8; F = 0.1; G = 0

Cc1ccc(-c2cc(C(=O)N3CCN(c4ncccn4)CC3)c3cc(Br)ccc3n2)o1
  A = 0; B = -1; C = 1; D = -2; E = -14; F = 4.0; G = 0

CCOc1ccc(NC(=O)CN2C(=O)NC(C)(c3ccc(OC(F)F)cc3)C2=O)cc1 (configuration not stated)
  A = -2; B = 0; C = 3; D = -1; E = 24; F = -0.1; G = 0

Carrying on.
Letters: A = ERp5 block; B = PglD inh; C = DENV2 CPE rescue; D = SIRT5 block; E = Statin myotox sup; F = E-sel inducer; G = S100A4 MyoIIA
CC(Nc1c[nH]c(=O)[nH]c1=O)c1ccccc1 (configuration not stated)
  A = 1; B = 6; C = 8; D = 0; E = -1; F = -0.1; G = 2

Cc1nc(SCc2ccccc2)nc2c1CCC2
  A = -5; B = -4; C = -1; D = -5; E = -2; F = ·; G = -1

C[C@@H]1CN([C@@H](C)CO)S(=O)(=O)c2ccc(C3=CCCCC3)cc2O[C@H]1CN(C)C(=O)c1ccncc1
  A = -1; B = -3; C = 11; D = 0; E = -28; F = -0.4; G = 2

c1ccc(Cn2cc(CSc3ccccc3)nn2)cc1
  A = 3; B = 5; C = -2; D = 1; E = 0; F = -0.1; G = -20

CCOc1ccc(C(=O)Nn2cnnc2)cc1OCC
  A = -5; B = 1; C = 1; D = -2; E = 7; F = -0.2; G = 6

O=C(c1ccccc1F)N1CC(=O)N2[C@H](C1)[C@@H](c1ccc(C#Cc3ccc(F)cc3)cc1)[C@@H]2CO
  A = -4; B = ·; C = -4; D = 2; E = ·; F = -0.4; G = -6

COC(=O)CN(c1ccc2c(c1)OCO2)S(=O)(=O)c1c(C)[nH]c(=O)[nH]c1=O
  A = -15; B = -2; C = -1; D = 0; E = 4; F = 3.1; G = 6

CCC(=O)c1ccc(OCC(=O)OCc2csc(CC(=O)Nc3ccccc3C)n2)cc1
  A = 7; B = 7; C = -6; D = ·; E = -1; F = ·; G = -2

CC(NCC(O)COc1ccc(Br)cc1)c1ccccc1 (configuration not stated)
  A = 9; B = -3; C = -2; D = -2; E = 3; F = 1.2; G = -23

O=C(Nc1ccccc1)N1CCCN(Cc2c(F)cccc2Cl)CC1
  A = -2; B = -5; C = -2; D = 0; E = 8; F = ·; G = 0

O=C(NCC1CCCO1)c1ccc(Cl)c(S(=O)(=O)N2CCOCC2)c1 (configuration not stated)
  A = 0; B = 8; C = 5; D = 1; E = 25; F = ·; G = -2

C/C(=N\NC(=O)c1ccn[nH]1)c1cn(C)nc1C
  A = 4; B = -5; C = ·; D = 0; E = -6; F = -5.1; G = -7

Cc1cc(C)cc(N(C(=O)c2nsc(Cl)c2Cl)C(C(=O)NC2CCCC2)c2ccc(O)cc2)c1 (configuration not stated)
  A = -2; B = ·; C = -3; D = -2; E = ·; F = ·; G = 1

CCn1nc(C)cc1-c1nnc(SCC(=O)Nc2ccccc2)n1CCCOC
  A = -5; B = ·; C = -3; D = -2; E = -6; F = ·; G = -2

OCC[C@@H]1C[C@@H](O)[C@H](O)[C@]2(Cc3ccccc3CCO2)O1
  A = 4; B = 4; C = 8; D = ·; E = -15; F = -0.1; G = -1

Record cards (already shown). Order of values: ERp5 block	PglD inh	DENV2 CPE rescue	SIRT5 block	Statin myotox sup	E-sel inducer	S100A4 MyoIIA
Cc1cc(C)cc(N(C(=O)c2nsc(Cl)c2Cl)C(C(=O)NC2CCCC2)c2ccc(O)cc2)c1 (configuration not stated) as listed: -2	·	-3	-2	·	·	1
CCOc1ccc(C(=O)Nn2cnnc2)cc1OCC as listed: -5	1	1	-2	7	-0.2	6
Cc1nc(SCc2ccccc2)nc2c1CCC2 as listed: -5	-4	-1	-5	-2	·	-1
CC(Nc1c[nH]c(=O)[nH]c1=O)c1ccccc1 (configuration not stated) as listed: 1	6	8	0	-1	-0.1	2
C/C(=N\NC(=O)c1ccn[nH]1)c1cn(C)nc1C as listed: 4	-5	·	0	-6	-5.1	-7

The results go on:
Letters: A = ERp5 block; B = PglD inh; C = DENV2 CPE rescue; D = SIRT5 block; E = Statin myotox sup; F = E-sel inducer; G = S100A4 MyoIIA
COC1OC(O)C(NC(=O)C(F)(F)F)CC1O (configuration not stated)
  A = -6; B = ·; C = 7; D = ·; E = ·; F = -1.1; G = 25

Cc1cc(N2CCN(C3CCCCC3)CC2)nc2cccc(O)c12
  A = -1; B = ·; C = -4; D = 0; E = -17; F = -0.2; G = 9

O=C1O[C@H](c2ccccc2)[C@H](c2ccccc2)N2[C@H]1[C@@H](C(=O)N1CCCCCCC1)[C@]1(C(=O)Nc3ccc(C#CC4(O)CCCCCC4)cc31)[C@H]2c1ccc(OCCO)cc1
  A = -2; B = 6; C = 2; D = 3; E = ·; F = ·; G = -32

Cc1nc2ccccc2c(=O)n1NC(=O)c1ccc(Cl)c([N+](=O)[O-])c1
  A = 3; B = -6; C = -4; D = -4; E = -6; F = ·; G = 1

COC(=O)[C@@H]1C[C@@]2(O)[C@H](O)[C@H](O)[C@H](O)C[C@H]2N1CC(c1ccccc1)c1ccccc1
  A = -4; B = -1; C = 0; D = ·; E = 13; F = -0.1; G = -2

Cc1ccc(S(=O)(=O)Nc2ccc3c(c2)C(=O)N([C@H](C)CO)C[C@@H](C)[C@@H](CN(C)S(=O)(=O)c2c(C)noc2C)O3)cc1
  A = 3; B = 2; C = 10; D = -5; E = -25; F = -0.6; G = 4

CCOC(=O)C1CCCCN1C(=O)/C(=C/c1ccc(OC)cc1)c1ccc(OC)c(OC)c1 (configuration not stated)
  A = -2; B = 0; C = ?; D = -8; E = -12; F = -0.1; G = 3

OC(CN1CCN(C(c2ccccc2)c2ccccc2)CC1)c1ccc(Br)cc1 (configuration not stated)
  A = 0; B = 3; C = ?; D = -4; E = 8; F = 0.3; G = 3

O=C(NC(=S)Nc1ccc(N2CCOCC2)c(Cl)c1)c1cccs1
  A = 2; B = ·; C = ·; D = 1; E = ·; F = ·; G = 4

Cc1ccccc1NC(=O)NC(N)=O
  A = 1; B = ·; C = -4; D = -2; E = ·; F = ·; G = -5

CCN(CC)CCNc1nc(-n2nc(C)cc2C)nc2sc3c(c12)CC(C)(C)OC3
  A = 2; B = ·; C = 8; D = -6; E = ·; F = ·; G = 0

Cn1c(=O)[nH]c(=O)c2c1nc(CN1CCN(c3ccccc3F)CC1)n2CCc1ccccc1
  A = 1; B = 2; C = 3; D = 0; E = 9; F = ·; G = -15
